Screening results (PubChem BioAssay)
T cruzi intra: intracellular Trypanosoma cruzi inhibition; intracellular Trypanosoma cruzi in host cells, plate reader; activity score (inhibition), % at 5.01 µM; 4.9% of 22,000 active; AID 651903; in the data active means activity score above about 55%;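 further: parasites and compound incubated about four days before reading; 0% = median of neutral control wells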
INS-1E rescue: INS-1E beta cell protection from cytokine death; 0.1% of 20,000 active; AID 488910; INS-1E cytokine-induced death, ATP luminescence, 48 h; normalised: neutral wells 0, positive control 100; protection from cytokine-induced ATP loss, % at 10 µM;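 active means mean replicate protection from cytokine-induced ATP loss at least 50% and at least 75% of replicates each reaching 50%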
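Material: INS-1E rat cells; Quantity: 8000 cells/well; Buffer or medium: phenol-red-free RPMI with 5% fetal bovine serum; Probe or stimulus: cytokine cocktail of IFN-γ, TNF-α and IL-1β; Compound dosing: single test concentration per compound, delivered by pin transfer; Incubation: 48 h co-treatment, 10 min post-lysis read; Signal: CellTiter-Glo luminescence.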
Starred values were filed as active, the others as inactive; . = not tested or not shown. Outcome played no part in choosing rows; about 5.1% have a hit in one of these screens.

SMILES,T cruzi intra,INS-1E rescue
C[C@@H]1CN([C@H](C)CO)C(=O)c2cccc(NC(=O)C3CCOCC3)c2O[C@@H]1CN(C)C(=O)Nc1ccccc1,15,7
O=C(CCCCCCC(=O)Nc1ccccc1O)N/N=C/c1cccs1,-5,8
C[C@H](CO)N1C[C@H](C)[C@@H](CN(C)S(=O)(=O)c2cccs2)Oc2c(NC(=O)c3cnccn3)cccc2C1=O,-16,7
C[C@H]1CN([C@@H](C)CO)C(=O)c2cc(NC(=O)CCC(F)(F)F)ccc2O[C@H]1CN(C)Cc1ccc(Cl)c(Cl)c1,-13,.
C[C@H](CO)N1C[C@H](C)[C@H](CN(C)S(C)(=O)=O)Oc2ccc(NC(=O)C3CC3)cc2CC1=O,-14,7
Cc1noc(C)c1NC(=O)Nc1ccc2c(c1)C(=O)N([C@@H](C)CO)C[C@H](C)[C@H](CN(C)C(=O)Nc1c(C)noc1C)O2,-6,2
C[C@@H]1CN([C@H](C)CO)C(=O)Cc2cc(N(C)C)ccc2O[C@@H]1CN(C)CC1CC1,-8,-5
C[C@H](CO)N1C[C@H](C)[C@H](CN(C)Cc2ccc(Oc3ccccc3)cc2)Oc2ccc(N(C)C)cc2C1=O,36,-23
C[C@@H]1CN([C@H](C)CO)C(=O)c2cc(NC(=O)CCCN(C)C)ccc2O[C@@H]1CN(C)S(=O)(=O)c1cccs1,-14,5
C[C@@H]1CN([C@H](C)CO)C(=O)Cc2cc(NC(=O)Cn3cnnn3)ccc2O[C@H]1CN(C)Cc1ccc(C(=O)Nc2ccccc2N)cc1,9,-3
CNC[C@@H]1Oc2ccc(NC(=O)CCN3CCOCC3)cc2C(=O)N([C@H](C)CO)C[C@@H]1C,-25,2
C[C@H]1CN([C@@H](C)CO)C(=O)Cc2cc(NS(=O)(=O)c3ccccc3)ccc2O[C@@H]1CN(C)S(=O)(=O)c1cccs1,-1,6
CNC[C@H]1Oc2c(NS(=O)(=O)c3ccc(F)cc3)cccc2C(=O)N([C@H](C)CO)C[C@H]1C,6,3
Cc1noc(C)c1S(=O)(=O)N(C)C[C@H]1Oc2ccc(NS(=O)(=O)c3ccc(Cl)cc3)cc2CC(=O)N([C@H](C)CO)C[C@H]1C,1,-4
CC(C)NC(=O)N(C)C[C@@H]1Oc2c(NC(=O)c3ccc(-c4nccs4)cc3)cccc2C(=O)N([C@H](C)CO)C[C@@H]1C,34,3
CNC[C@H]1OCc2cnnn2CCCC(=O)N([C@@H](C)CO)C[C@H]1C,-4,9
COc1ccc(S(=O)(=O)Nc2ccc3c(c2)C(=O)N([C@@H](C)CO)C[C@@H](C)[C@H](CN(C)Cc2ccc(-c4ccccc4)cc2)O3)cc1,43,-36
C[C@H]1CN([C@@H](C)CO)C(=O)c2cccc(NC(=O)c3nc4ccccc4s3)c2O[C@H]1CN(C)S(=O)(=O)c1ccc(F)cc1,74*,-31
C[C@H](CO)N1C[C@H](C)[C@@H](CN(C)Cc2ccc(C(=O)O)cc2)Oc2ccc(NC(=O)C3CCCCC3)cc2C1=O,-15,2
C[C@H](CO)N1C[C@H](C)[C@@H](CN(C)S(=O)(=O)c2ccc(Cl)cc2)Oc2c(cccc2N(C)C)C1=O,43,6
COc1cccc(NC(=O)N(C)C[C@@H]2OCc3cn(nn3)CCCC(=O)N([C@@H](C)CO)C[C@H]2C)c1,3,.
C[C@@H]1CN([C@@H](C)CO)C(=O)c2cc(NS(C)(=O)=O)ccc2O[C@@H]1CN(C)S(=O)(=O)c1cn(C)cn1,3,6
C[C@@H]1CN([C@H](C)CO)C(=O)c2cccc(NS(C)(=O)=O)c2O[C@@H]1CN(C)Cc1ccncc1,31,14
C[C@H]1CN([C@@H](C)CO)C(=O)c2cc(NC(=O)c3ccncc3)ccc2O[C@H]1CN(C)C(=O)Nc1ccc(C(F)(F)F)cc1,2,5
C[C@H](CO)N1C[C@H](C)[C@H](CN(C)Cc2ccc3c(c2)OCO3)Oc2ncc(-c3cccc(F)c3)cc2C1=O,25,-21
C[C@H](CO)N1C[C@H](C)[C@H](CN(C)C(=O)Nc2ccc(C(F)(F)F)cc2)Oc2ccc(NC(=O)c3ccncc3)cc2CC1=O,-5,1
Cc1noc(C)c1S(=O)(=O)Nc1ccc2c(c1)CC(=O)N([C@H](C)CO)C[C@@H](C)[C@@H](CN(C)Cc1ccc(C(=O)O)cc1)O2,-16,2
COc1ccc(S(=O)(=O)Nc2ccc3c(c2)CC(=O)N([C@H](C)CO)C[C@H](C)[C@H](CN(C)S(C)(=O)=O)O3)cc1,-19,10
Cc1ccc(S(=O)(=O)N(C)C[C@@H]2OCCCC[C@@H](C)Oc3ccc(NC(=O)Nc4c(C)noc4C)cc3C(=O)N([C@H](C)CO)C[C@@H]2C)cc1,-8,11
C[C@@H]1CN([C@@H](C)CO)C(=O)c2cccc(NC(=O)Nc3ccc4c(c3)OCO4)c2O[C@H]1CN(C)Cc1ccc(Oc2ccccc2)cc1,70*,-49
CC(C)NC(=O)N(C)C[C@@H]1OCCCC[C@@H](C)Oc2ccc(NC(=O)Nc3cccc4ccccc34)cc2C(=O)N([C@H](C)CO)C[C@@H]1C,5,1
Cc1ccc(S(=O)(=O)Nc2cccc3c2O[C@H](CN(C)S(=O)(=O)c2cccs2)[C@@H](C)CN([C@@H](C)CO)C3=O)cc1,0,21
C[C@@H]1CCCCO[C@H](CN(C)C(=O)Nc2cccc3ccccc23)[C@@H](C)CN([C@H](C)CO)C(=O)c2cc(NC(=O)Nc3ccc4c(c3)OCO4)ccc2O1,4,3
C[C@H]1CN([C@@H](C)CO)C(=O)c2cccc(NC(=O)Nc3ccc(F)cc3)c2O[C@@H]1CN(C)S(=O)(=O)c1ccc(F)cc1,7,7
C[C@@H]1CN([C@H](C)CO)C(=O)c2cc(NS(=O)(=O)c3cccs3)ccc2O[C@H]1CN(C)S(=O)(=O)c1cn(C)cn1,9,1
COc1ccc(S(=O)(=O)N(C)C[C@H]2Oc3ccc(NC(=O)Nc4ccc(F)cc4)cc3C(=O)N([C@H](C)CO)C[C@H]2C)cc1,11,-3
C[C@@H]1CN([C@H](C)CO)C(=O)c2cc(NC(=O)Nc3ccc4c(c3)OCO4)ccc2O[C@@H]1CN(C)Cc1ccc(Cl)c(Cl)c1,9,-1
COc1ccc(S(=O)(=O)Nc2cccc3c2O[C@H](CN(C)Cc2ccccc2)[C@H](C)CN([C@@H](C)CO)C3=O)cc1,9,-3
C[C@H]1CN([C@@H](C)CO)C(=O)c2cccc(NC(=O)C3CCCCC3)c2O[C@@H]1CN(C)C(=O)Nc1ccc(C(F)(F)F)cc1,8,-1
C[C@@H]1CN([C@@H](C)CO)C(=O)c2cc(NC(=O)Nc3cccc4ccccc34)ccc2O[C@@H]1CN(C)S(=O)(=O)c1ccc(Cl)cc1,34,-21

Quoted at random: two compounds from above.
SMILES,T cruzi intra,INS-1E rescue
C[C@H]1CN([C@@H](C)CO)C(=O)c2cccc(NC(=O)Nc3ccc(F)cc3)c2O[C@@H]1CN(C)S(=O)(=O)c1ccc(F)cc1,7,7
C[C@@H]1CN([C@@H](C)CO)C(=O)c2cc(NC(=O)Nc3cccc4ccccc34)ccc2O[C@@H]1CN(C)S(=O)(=O)c1ccc(Cl)cc1,34,-21

Remaining list, next part
SMILES,T cruzi intra,INS-1E rescue
COc1ccc(S(=O)(=O)Nc2cccc3c2O[C@H](CN(C)C(=O)Nc2c(C)noc2C)[C@@H](C)CN([C@@H](C)CO)C3=O)cc1,-32,1
C[C@H](CO)N1C[C@H](C)[C@H](CN(C)C(=O)Nc2cccc3ccccc23)Oc2ccc(NC(=O)c3ccncc3)cc2CC1=O,-16,23
Cc1noc(C)c1NC(=O)N(C)C[C@@H]1Oc2c(NC(=O)Nc3ccc(C(F)(F)F)cc3)cccc2C(=O)N([C@@H](C)CO)C[C@H]1C,3,3
C[C@H](CO)N1C[C@H](C)[C@H](CN(C)C(=O)NC2CCCCC2)Oc2ccc(NC(=O)Cc3cn(C)c4ccccc34)cc2C1=O,-1,-7
C[C@H](CO)N1C[C@H](C)[C@@H](CN(C)S(C)(=O)=O)Oc2ccc(N(C)C)cc2C1=O,-30,3
C[C@H](CO)N1C[C@H](C)[C@@H](CN(C)C(=O)Nc2ccc3c(c2)OCO3)Oc2c(NS(C)(=O)=O)cccc2C1=O,-1,1
C[C@@H]1CN([C@H](C)CO)C(=O)c2cc(NC(=O)CCN3CCOCC3)ccc2O[C@@H]1CN(C)C(=O)Nc1ccc2c(c1)OCO2,-5,9
CNC[C@H]1Oc2ccc(NS(=O)(=O)c3cccs3)cc2C(=O)N([C@@H](C)CO)C[C@H]1C,-2,-2
COc1ccc(NC(=O)N(C)C[C@H]2Oc3c(NC(=O)C4CCCCC4)cccc3C(=O)N([C@@H](C)CO)C[C@@H]2C)cc1,-24,1
Cc1noc(C)c1S(=O)(=O)N(C)C[C@@H]1Oc2ccc(NC(=O)Cn3cnnn3)cc2C(=O)N([C@@H](C)CO)C[C@@H]1C,-15,1
Cc1ccc(S(=O)(=O)N(C)C[C@H]2Oc3c(NC(=O)Nc4ccc(C(F)(F)F)cc4)cccc3C(=O)N([C@H](C)CO)C[C@H]2C)cc1,38,-36
C[C@@H]1CN([C@@H](C)CO)C(=O)c2cc(NS(=O)(=O)c3ccccc3)ccc2O[C@@H]1CN(C)C(=O)Nc1ccc2c(c1)OCO2,-2,8
Cc1noc(C)c1S(=O)(=O)Nc1ccc2c(c1)C(=O)N([C@@H](C)CO)C[C@@H](C)[C@@H](CN(C)S(=O)(=O)c1cn(C)cn1)O2,2,-3
C[C@H]1CN([C@@H](C)CO)C(=O)c2cc(NC(=O)Nc3ccccc3)ccc2O[C@H]1CN(C)Cc1ccc(C(F)(F)F)cc1,-8,.
Cc1ccc(S(=O)(=O)N(C)C[C@H]2Oc3c(NC(=O)Nc4ccccc4)cccc3C(=O)N([C@@H](C)CO)C[C@H]2C)cc1,-1,-11
COc1ccc(S(=O)(=O)Nc2ccc3c(c2)C(=O)N([C@@H](C)CO)C[C@@H](C)[C@H](CN(C)Cc2ccc4c(c2)OCO4)O3)cc1,-7,.
Cc1noc(C)c1NC(=O)Nc1ccc2c(c1)C(=O)N([C@H](C)CO)C[C@@H](C)[C@H](CN(C)S(=O)(=O)c1ccc(Cl)cc1)O2,3,5
Cc1ccc(S(=O)(=O)Nc2ccc3c(c2)C(=O)N([C@H](C)CO)C[C@@H](C)[C@H](CN(C)S(=O)(=O)c2ccc(F)cc2)O3)cc1,9,.
C[C@@H]1CN([C@@H](C)CO)C(=O)c2cc(NC(=O)CCCCCC(=O)Nc3ccccc3N)ccc2O[C@@H]1CN(C)S(=O)(=O)c1ccccc1,15,2
COc1ccc(CN(C)C[C@@H]2Oc3ccc(NC(=O)Cn4cnnn4)cc3C(=O)N([C@@H](C)CO)C[C@@H]2C)cc1,-5,-3
CC(C)NC(=O)N(C)C[C@@H]1Oc2c(NC(=O)C3CC3)cccc2C(=O)N([C@@H](C)CO)C[C@@H]1C,-18,6
Cc1ccc(S(=O)(=O)N(C)C[C@H]2Oc3c(NS(=O)(=O)c4c(C)noc4C)cccc3C(=O)N([C@H](C)CO)C[C@H]2C)cc1,-3,4
COc1ccc(S(=O)(=O)Nc2cccc3c2O[C@@H](CN(C)C(=O)NC2CCCCC2)[C@H](C)CN([C@H](C)CO)C3=O)cc1,5,-1
C[C@H]1CN([C@@H](C)CO)C(=O)Cc2cc(NC(=O)C3CC3)ccc2O[C@H]1CN(C)S(=O)(=O)c1ccccc1,-1,2
COc1ccc(CN(C)C[C@@H]2Oc3ccc(NC(=O)C4CCCCC4)cc3C(=O)N([C@H](C)CO)C[C@H]2C)cc1,-11,-2
C[C@H]1CN([C@@H](C)CO)C(=O)c2cccc(NC(=O)C3CCOCC3)c2O[C@@H]1CN(C)Cc1ccc(C(=O)Nc2ccccc2N)cc1,-13,2
CC(C)NC(=O)Nc1ccc2c(c1)C(=O)N([C@@H](C)CO)C[C@@H](C)[C@H](CN(C)S(=O)(=O)c1cccs1)O2,-8,-5

Molecules shown so far that have a CF3 group:
SMILES,T cruzi intra,INS-1E rescue
C[C@H]1CN([C@@H](C)CO)C(=O)c2cc(NC(=O)CCC(F)(F)F)ccc2O[C@H]1CN(C)Cc1ccc(Cl)c(Cl)c1,-13,.
C[C@H]1CN([C@@H](C)CO)C(=O)c2cc(NC(=O)c3ccncc3)ccc2O[C@H]1CN(C)C(=O)Nc1ccc(C(F)(F)F)cc1,2,5
C[C@H](CO)N1C[C@H](C)[C@H](CN(C)C(=O)Nc2ccc(C(F)(F)F)cc2)Oc2ccc(NC(=O)c3ccncc3)cc2CC1=O,-5,1
C[C@H]1CN([C@@H](C)CO)C(=O)c2cccc(NC(=O)C3CCCCC3)c2O[C@@H]1CN(C)C(=O)Nc1ccc(C(F)(F)F)cc1,8,-1
Cc1noc(C)c1NC(=O)N(C)C[C@@H]1Oc2c(NC(=O)Nc3ccc(C(F)(F)F)cc3)cccc2C(=O)N([C@@H](C)CO)C[C@H]1C,3,3
Cc1ccc(S(=O)(=O)N(C)C[C@H]2Oc3c(NC(=O)Nc4ccc(C(F)(F)F)cc4)cccc3C(=O)N([C@H](C)CO)C[C@H]2C)cc1,38,-36
C[C@H]1CN([C@@H](C)CO)C(=O)c2cc(NC(=O)Nc3ccccc3)ccc2O[C@H]1CN(C)Cc1ccc(C(F)(F)F)cc1,-8,.
